Screening results (PubChem)
Peg3 promoter: inhibitors of Peg3 promoter; inhibition, % at 20 µM; HeLa PEG-Prom luciferase reporter, luminescence, overnight; AID 588405; 360,000 tested, 1.7% active;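 active = inhibition of at least 50% at 20 µM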
CaV13 FRET inh: Disruptors of the CACNA1D IQ motif to Ca2+-dependent inactivation inhibitor domain association, primary screening, Förster resonance energy transfer in intact living …; HEK cells, CFP/YFP FRET ICDI-IQ, plate reader, 10 min; percent FRET-ratio fall versus neutral wells; inhibition, % at 12.3 µM; 340,000 tested, 0.098% active;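 active = mean replicate inhibition of at least 30% and at least 1% of replicates passing that level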;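 note: 0% = median of the neutral control wells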
MITF TRPM1 inh: MITF TRPM1 promoter inhibition in SK-MEL-5 cells. SK-MEL-5 TRPM1 promoter luciferase, 24 h. inhibition, % at 12.5 µM. 330,000 tested, 0.83% active;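 active = mean inhibition across replicates of 60% or more, whatever share of single replicates reaches that level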; note: values of inactives mirror those of a sister screen read the other way
NR2E3 ag-1: agonists of human nuclear receptor NR2E3 | inhibition of corepressor binding, % at 4.78 µM | AID 2300 | 320,000 tested, 0.12% active | GST-NR2E3/biotin-RetCOR TR-FRET, 1536-well | Q9Y5X4;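 active = percent inhibition above the cutoff of mean plus 3 SD of all tested compounds, set per screening campaign, cut at about 20% in these data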;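 note: 0% = DMSO wells and 100% = biotin wells as full block of FRET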
Target sequence (Q9Y5X4 whole entry, looked up): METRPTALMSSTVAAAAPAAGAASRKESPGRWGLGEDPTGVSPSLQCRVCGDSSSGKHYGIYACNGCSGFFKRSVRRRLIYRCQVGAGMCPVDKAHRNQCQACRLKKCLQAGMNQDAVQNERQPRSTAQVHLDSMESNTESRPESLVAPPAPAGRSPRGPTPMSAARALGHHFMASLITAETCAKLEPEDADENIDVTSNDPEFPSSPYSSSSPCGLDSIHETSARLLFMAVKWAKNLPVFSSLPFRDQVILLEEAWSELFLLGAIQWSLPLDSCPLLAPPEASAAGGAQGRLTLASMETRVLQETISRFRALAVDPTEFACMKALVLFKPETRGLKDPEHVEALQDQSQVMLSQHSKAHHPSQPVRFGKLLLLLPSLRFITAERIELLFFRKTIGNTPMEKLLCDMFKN
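Material: NR2E3–RetCOR corepressor complex / Incubation: Compound–protein incubation for 5 h at 4 °C / Dosing: compound at 4.8 µM, single dose / Detection: time-resolved FRET / Benchmarks: high control biotin, low control 0.6% DMSO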
Vif imaging: inhibitors of HIV Vif | inhibition, % at 7.49 µM | 340,000 tested, 0.35% active | HEK293T cells, Vif self-association by quenched fluorescence, imaging, 24 h; in the data active = inhibition above about 50%, passing the limit was not always enough; note: some results filed as inactive read as strong as hits
PDI turbidity: blocks human protein disulfide isomerase activity | P07237 | PDI insulin aggregation turbidity, A650, 90 min | inhibition, % at 10 µM | 350,000 tested, 0.052% active;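 active = mean inhibition across replicates of 30% or more, whatever share of single replicates reach that level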;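 note: absorbance from insulin aggregation driven by PDI reduction with DTT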
Target sequence (P07237 whole entry, looked up): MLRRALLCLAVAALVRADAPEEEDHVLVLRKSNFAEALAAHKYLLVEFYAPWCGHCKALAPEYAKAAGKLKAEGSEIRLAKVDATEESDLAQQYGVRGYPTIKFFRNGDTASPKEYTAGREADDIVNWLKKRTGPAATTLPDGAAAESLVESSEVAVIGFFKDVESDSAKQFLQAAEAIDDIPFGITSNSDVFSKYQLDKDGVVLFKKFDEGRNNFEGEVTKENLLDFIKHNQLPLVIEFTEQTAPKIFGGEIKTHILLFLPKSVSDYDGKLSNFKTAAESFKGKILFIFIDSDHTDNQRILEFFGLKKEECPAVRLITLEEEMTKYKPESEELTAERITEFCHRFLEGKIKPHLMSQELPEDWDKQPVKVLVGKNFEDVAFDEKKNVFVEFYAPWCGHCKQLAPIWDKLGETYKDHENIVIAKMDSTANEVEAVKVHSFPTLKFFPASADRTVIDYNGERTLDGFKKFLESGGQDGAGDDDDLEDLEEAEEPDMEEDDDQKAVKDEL
hiPSC survival: enhancers of human iPSC single-cell survival. hiPSC single-cell survival, ATPlite luminescence; 100% = ROCK inhibitor wells, 0% = DMSO. survival enhancement, % at 20 µM. 360,000 tested, 0.044% active; in the data active = survival enhancement above about 18%;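 note: cells exposed to compounds for 16 hours before the ATP read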
Granule exo inh: blocks lytic granule exocytosis. TALL-104 LAMP-1 surface exposure, flow cytometry; cells stimulated with thapsigargin and PMA. inhibition, % at 10 µM. 360,000 tested, 0.66% active;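 active = inhibition above about 55%, limit read from the data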
HIF-2a block: HIF-2a inhibition; 360,000 tested, 0.72% active; 786-0 RCC cells HIF-2a reporter, luciferase luminescence, overnight; AID 624352; inhibition, % at 18.8 µM;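 active = inhibition of the luminescence signal of 40% or more relative to plate controls, in a single-dose primary screen at 18.75 µM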
aDG glyco act: increases alpha dystroglycan glycosylation; Pro5-aDG cells, alpha-DG glycosylation AlphaScreen (IIH6); 0% Pro5, 100% B10-LARGE cell signal; activation, % at 10 µM; 360,000 tested, 0.22% active;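 active = activation of at least 8% versus controls, or a plate z-score of at least 8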;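 note: Pro5 are CHO cells carrying HIG-tagged alpha-DG that lacks glycosylation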
NR2E3 ag-2: activates human NR2E3 receptor; Q9Y5X4; CHO-S Gal4-NCOR/VP16-NR2E3 two-hybrid, luciferase; inhibition of corepressor binding, % at 3.98 µM; 360,000 tested, 0.35% active; AID 602229;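 active = inhibition above the mean of all tested compounds plus 3 SD, cut at about 70% in these data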;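 note: 0% = DMSO with NR2E3 transfected cells and 100% = cells lacking NR2E3 construct; higher means lower luciferase signal from less NR2E3 corepressor binding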
* = called active by the depositor; · = no result given.

SMILES	Peg3 promoter	CaV13 FRET inh	MITF TRPM1 inh	NR2E3 ag-1	Vif imaging	PDI turbidity	hiPSC survival	Granule exo inh	HIF-2a block	aDG glyco act	NR2E3 ag-2
Cc1sc2ncnc(N3CCN(S(=O)(=O)c4ccccc4)CC3)c2c1C	30.9	·	1.7	3.9	-36.1	14.4	-0.1	-1.7	29.9	2.7	0.6
COc1ccc(C(=O)Nc2ccc(S(=O)(=O)Nc3cc(C)nc(C)n3)cc2)cc1OC	10.8	-19.1	3.5	0.9	-0.6	10.9	3.2	-9.5	11.2	0.0	-10.2
CC(C)N(CCCNC(=O)C1CCN(C(=O)c2cc3sccc3n2C)CC1)Cc1ccccc1	-2.9	-2.9	3.1	3.4	-8.5	-4.1	0.6	-0.3	12.9	-0.1	5.2
CCc1noc(C)c1C(=O)OCC(=O)c1ccc(NC(=O)CC(C)C)cc1	16.1	-6.5	·	·	-3.5	-4.9	-1.1	-9.4	13.6	0.8	-12.7
O=C(N/N=C/c1cccc([N+](=O)[O-])c1)c1ccncc1	0.9	-5.2	-9.0	-1.7	5.0	0.5	-0.7	-4.9	-1.9	0.0	-25.9
CN1CCc2nc(SC(C(=O)O)c3ccccc3)c(C#N)c(-c3cccs3)c2C1 (configuration not stated)	-2.0	-17.6	4.8	4.6	10.4	-3.5	0.8	-4.2	13.9	0.3	20.4
Cc1cc(Cl)ccc1N1C(=O)CC(NNC(=O)c2cccnc2)C1=O (configuration not stated)	-0.7	-2.1	-4.7	1.6	4.1	-13.2	1.4	-2.1	18.7	-0.3	11.8
OCC1(Cc2ccc(Cl)cc2)CCN(CC2CC=CCC2)CC1 (configuration not stated)	14.3	-7.0	-5.9	-0.1	7.1	0.2	-1.0	6.6	17.5	0.8	2.7
Cc1ccccc1/C(=N\S(=O)(=O)c1ccc(Br)cc1)Nc1ccccc1	13.8	-13.8	·	·	·	-2.8	-0.2	-2.1	17.1	0.1	5.0
O=C(Nc1cccc([N+](=O)[O-])c1)c1cc2ccccc2cc1O	-257.1	-4.2	53.3	5.6	-22.7	7.2	-0.6	16.5	-270.7	-0.2	84.8*
COc1cccc(C2=NOC(C(=O)N3CCN(c4ccccc4)CC3)C2)c1OC (configuration not stated)	-10.1	-4.5	·	1.0	0.9	·	2.5	8.2	-25.0	0.0	2.9
N#Cc1c2c(c(Nc3ccc(F)cc3)n3c1nc1ccccc13)CCCC2	9.1	-12.0	4.4	·	5.8	1.2	4.9	-0.2	6.4	0.9	15.1
CCc1ccc(N2CC(C)Cn3c2nc2c3c(=O)n(CCN3CCOCC3)c(=O)n2C)cc1 (configuration not stated)	2.9	·	20.7	2.4	26.4	-1.5	-0.3	-2.9	1.5	0.3	14.1
CCC1(C)N=c2c(c(=O)n(C)c(=O)n2C)=NO1 (configuration not stated)	8.9	-5.1	0.3	-0.3	14.3	6.7	2.9	-1.5	18.4	0.1	-17.7
CN(NC(=O)c1ccccc1)c1ncc(C(F)(F)F)cc1Cl	5.8	-4.7	·	0.7	12.4	-1.4	1.0	-11.7	21.6	0.0	-10.5
CCN(CC(=O)Nc1c(F)cccc1F)C(=O)c1cc(S(=O)(=O)N(C)C)ccc1N1CCCC1	19.1	-15.3	20.6	-3.6	0.1	1.5	-0.6	7.3	27.5	0.0	15.3
O=C1OCCN1c1c(-c2ccccc2)c(N2CCOCC2)nc2ccccc12	20.0	-6.2	-5.4	5.7	-0.6	18.4	0.7	-1.0	16.2	-0.2	-0.2
COc1ccc(-c2[nH]ncc2CN(C)Cc2cccnc2)c(OC)c1	6.3	-2.0	-2.2	-3.3	-3.6	-1.5	-0.3	-4.5	14.2	-0.1	5.0
CC(C)(C)C(=O)Nc1nnc(SCC(=O)Nc2nccs2)s1	11.3	-2.1	-0.1	3.7	-9.2	-12.9	0.0	16.9	4.3	-0.3	-28.4
Cc1cc(NC(=O)c2ccc3c(c2)C(=O)N(c2cccc(C)c2C)C3=O)no1	16.5	-6.1	-2.5	1.0	-13.1	10.9	-0.3	0.4	7.6	-0.1	-5.2
Cc1cc(S(=O)(=O)Nc2ccc3cn[nH]c3c2)c(C)cc1Cl	36.3	-19.5	-12.9	0.1	-9.1	-5.5	1.1	18.9	11.5	0.4	23.7
CC1(CCC(=O)N2CCCC(N3CCN(c4ccc(F)cc4)CC3)C2)CC1 (configuration not stated)	6.5	-6.1	4.7	0.3	1.0	6.0	-0.6	-2.6	-23.7	0.0	-6.5
Cc1cccc(C(=O)NCC(=O)OCC(=O)c2ccc(C)s2)c1	-7.8	-5.6	-2.4	·	-3.2	2.1	2.8	-4.8	-2.6	-0.2	3.0
CNc1cccc(-c2cccc(C(=O)N3CCOCC3)c2)n1	-32.9	-6.0	·	·	·	5.7	1.2	5.7	-33.7	-0.2	-10.7
O=C(Nc1cc(Cl)cc(Cl)c1)C(c1ccccc1)N1CCCCC1 (configuration not stated)	42.5	-13.8	2.5	0.1	10.4	10.1	0.3	1.8	10.2	0.3	14.5
S=C(Cc1ccccc1)N1CCOCC1	-0.9	-6.2	-10.4	·	1.6	-1.2	-2.0	7.8	-1.2	-0.4	-0.9
COC(=O)c1c(NC(=O)C2CC(C)=C(C)CC2C(=O)O)sc2c1CCCCC2 (configuration not stated)	4.9	-3.2	1.5	·	3.1	-2.2	0.0	1.2	16.0	-0.2	23.4
CCOc1ccc(-c2nc(-c3ccncc3)no2)cc1OCC	-80.6	-5.3	-28.3	1.6	29.9	-1.8	-0.8	3.5	-69.5	0.2	-27.6
Cc1ccc2c(c1)C(c1ccccc1)C(=O)O2 (configuration not stated)	8.7	-5.2	0.7	4.0	-2.2	-3.3	-0.4	3.7	16.2	0.0	2.6
CCC(CC)C1C(C#N)=C(N)Oc2n[nH]c(-c3ccccc3)c21 (configuration not stated)	34.1	·	10.4	1.5	-16.6	5.5	-0.2	8.7	20.6	0.3	-26.3

Profiles, quoted from the list.
CCc1noc(C)c1C(=O)OCC(=O)c1ccc(NC(=O)CC(C)C)cc1 is entered as Peg3 promoter = 16.1; CaV13 FRET inh = -6.5; MITF TRPM1 inh = ·; NR2E3 ag-1 = ·; Vif imaging = -3.5; PDI turbidity = -4.9; hiPSC survival = -1.1; Granule exo inh = -9.4; HIF-2a block = 13.6; aDG glyco act = 0.8; NR2E3 ag-2 = -12.7
N#Cc1c2c(c(Nc3ccc(F)cc3)n3c1nc1ccccc13)CCCC2 is entered as Peg3 promoter = 9.1; CaV13 FRET inh = -12.0; MITF TRPM1 inh = 4.4; NR2E3 ag-1 = ·; Vif imaging = 5.8; PDI turbidity = 1.2; hiPSC survival = 4.9; Granule exo inh = -0.2; HIF-2a block = 6.4; aDG glyco act = 0.9; NR2E3 ag-2 = 15.1

Continued.
SMILES	Peg3 promoter	CaV13 FRET inh	MITF TRPM1 inh	NR2E3 ag-1	Vif imaging	PDI turbidity	hiPSC survival	Granule exo inh	HIF-2a block	aDG glyco act	NR2E3 ag-2
CNC(=O)Nc1ccccc1F	-3.1	-3.4	5.7	-0.1	3.1	4.2	0.9	-3.1	-1.8	0.4	-15.9
Cc1cc(C(F)(F)F)nc(SCC(=O)Nc2nccs2)n1	6.3	-7.2	14.1	2.0	3.5	-3.3	0.6	3.9	14.4	0.1	-16.3
O=C(NCc1cccnc1)c1ccc([N+](=O)[O-])cc1	15.0	-21.1	19.4	1.2	20.3	-8.3	1.7	0.3	12.8	-0.2	0.7
COc1ccccc1NC(=S)N1CCC(NC(=O)c2ccco2)CC1	-2.2	-1.0	4.9	5.6	-0.2	-5.3	-0.6	-2.1	15.8	0.1	-5.5
CC(=O)NC1=NN(C(C)=O)C(C)(c2ccc(C)o2)S1 (configuration not stated)	5.9	-4.2	-6.4	2.1	-0.9	4.4	0.9	12.6	-5.7	-0.4	-3.1
O=C(CN1C(=O)COc2ccc(S(=O)(=O)N3CCCC3)cc21)Nc1cccc(F)c1	-12.2	-4.6	9.3	-0.5	-3.4	-7.4	-0.6	-3.5	8.1	-0.1	2.9
CC(O)Cc1cn([C@@H](CCCCN)C(=O)N2CCNCC2)nn1 (some centres not stated)	2.4	-3.6	-2.0	-1.5	-0.6	14.2	-0.7	28.3	7.4	0.1	-2.4
COc1ccc(CSCC(=O)N/N=C/c2ccc(OCC(=O)NCc3ccco3)cc2)cc1	22.0	·	-5.7	0.3	-1.4	-0.3	2.8	4.0	13.4	0.0	-25.7
CCCc1cc(=O)[nH]c(SCC(=O)N(C)CC(=O)Nc2ccc(F)cc2)n1	1.5	-5.6	1.9	1.7	8.6	-8.2	0.5	-1.5	5.3	-0.1	-30.5
Cc1nc(C)c(C(=O)C2=C(O)C(=O)N(CCN(C)C)C2c2ccccc2)s1 (configuration not stated)	-2.5	-0.3	3.2	-0.6	8.1	9.8	-0.2	1.7	13.5	-0.1	1.6
CCCCN(C=O)c1c(CC)nc2c(OCCn3cccc3)cccn12	3.6	-5.3	·	·	-11.8	6.8	-4.1	15.4	7.8	0.2	13.6
CCC1NC(=O)c2cccnc2-n2c1nc1cc(C)cc(C)c1c2=O (configuration not stated)	-4.7	-5.3	·	·	·	0.2	4.6	0.3	6.2	0.0	28.1
CCOc1ccc(NC(=O)c2nnn(CC(=O)Nc3ccccc3OCC)c2N)cc1	-33.1	-2.0	-7.7	4.0	·	-1.2	-1.1	0.8	-6.1	0.2	3.6
COc1cc(N(C)C)c(NC(C)=O)cc1C(=O)O	-43.7	-4.7	12.3	-2.5	3.9	-2.6	0.9	0.8	10.6	-0.1	6.1
COC(=O)[C@H](CO)N1C(=O)[C@@H]2[C@H](C1=O)C1C=C[C@H]2C1	-5.9	-5.6	-12.3	·	0.1	-10.4	3.9	3.0	4.9	0.0	-38.2
COc1ccccc1CNC(=O)c1cccc(S(=O)(=O)N2CCCC2)c1	12.9	-5.3	9.1	·	-12.5	-7.5	0.7	1.9	14.1	0.0	2.5
COc1ccc(CC(N)c2csc(NC(=O)C(c3ccccc3)c3ccccc3)n2)cc1 (configuration not stated)	98.3*	-4.8	·	·	-0.7	1.5	-4.7	11.2	-8.3	-0.6	-18.7
O=C(CCn1c(=S)oc2ccccc21)Nc1ccccc1Br	4.8	-19.4	-9.7	1.9	-1.7	-5.0	-0.4	-9.8	19.3	0.0	-9.4
N#Cc1nc(COc2ccc(F)cc2)oc1N1CCC(Cc2ccccc2)CC1	26.6	-3.9	-1.1	-2.3	5.2	-2.7	-2.5	13.6	15.4	0.3	7.2
CCOC(=O)N(CC)OC(=O)Nc1ccc(Cl)cc1	-0.1	·	-19.2	2.3	26.2	0.4	5.3	-0.3	-76.6	-0.1	-5.2
O=c1c2oc3ccccc3c2ncn1Cc1ccc(Cl)cc1	-11.9	-2.2	-0.3	-6.8	23.3	-5.8	1.3	-0.1	-6.2	0.7	-16.2
COc1ccc(S(=O)(=O)N[C@H](C(=O)O)C(C)C)cc1	2.6	·	-6.3	-0.5	4.1	2.8	-1.8	-1.2	15.5	-0.4	-15.4
O=C(Cc1ccc(Cl)cc1)NNS(=O)(=O)c1ccc([N+](=O)[O-])cc1	27.3	-5.3	1.9	1.0	-5.0	0.8	-0.2	3.5	22.0	0.6	-1.6
C[C@]12CCC(=O)C=C1CC[C@@H]1[C@@H]2C(=O)C[C@@]2(C)[C@H]1CC[C@]2(O)C(=O)CO	6.5	-4.9	-6.4	2.3	6.0	-4.3	-1.9	-1.2	7.9	-0.3	-11.9
